Screens from PubChem BioAssay.
Ins promoter up – MIN6 insulin promoter up-regulation; MIN6 insulin promoter-GFP reporter, high-content imaging; hits give high values; z-score at 5 µM; 0.3% of 190,000 active;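 active = z-score above 3 at 5 µM with at least 500 cells counted in the well; inconclusive = wells under 500 cells, flagged as cytotoxic or low count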
bCat nuc transl – modulators of beta-catenin nuclear translocation; HeLa beta-catenin nuclear translocation, immunofluorescence imaging; nuclear translocation activity, % at 5 µM; 0.3% of 190,000 active;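 active = nuclear translocation activity above 50% at 5 µM, with a well cell count of 50 or more; inconclusive = wells under 50 cells across six images, flagged as toxic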;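 also: per-cell ratio of nuclear to cytoplasmic median beta-catenin stain intensity; plate controls were DMSO negative control for no effect and GSK-3 inhibitor IX positive control for full effect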
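assay system = human HeLa cells, endogenous beta-catenin | times = compound treatment 24 h, 37°C, 5% CO2 | detection = Anti-beta-catenin immunofluorescence on PFA-fixed, Triton-permeabilized cells, DAPI nuclei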
Hep lipid drop – hepatic lipid droplet formation modulation. AML12 mouse hepatocytes, oleate lipid droplets, BODIPY imaging. inhibition, % at 6.5 µM. 0.4% of 240,000 active. AID 1656;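 active = lipid droplet intensity inhibited by at least 50%, with more than 500 cells counted; inconclusive = wells with under 300 cells, treated as cytotoxic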
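Material – AML12 mouse liver cells · Also added – oleate loading, 100 µM · Compound dosing – 6.5 µM single-point dosing · Times – overnight treatment with compound plus oleate · Measured by – fluorescence imaging, 20x objective, two fields per well · Read-out – percent inhibition of filter-corrected integrated lipid droplet intensity per well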
MT stabilize HCS – microtubule stabilizers in HeLa cells; % tubulin-high responders, % at 10 µM; HeLa tubulin immunostaining HCS, 24 h; share of cells brighter than vehicle mean+2SD; 0.83% of 200,000 active;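 active = plate Z-score above 3 for both tubulin-high and condensed-nucleus cell shares, with cell loss under 80%, at 10 µM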;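 also: anti alpha tubulin signal scored within the nucleus-defined area of each cell; some results filed as inactive read as strong as hits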
WT yeast gro inh – growth inhibition of WT yeast, mitochondrial fusion screen. AID 1362. 2.1% of 190,000 active. mitochondrial fusion phenotypic screen, WT strain. inhibition, % at 10 µM; in the data active = inhibition above about 58%; tested in S. cerevisiae
West Nile virus CPE – West Nile virus antiviral activity, cell-based, CPE readout (AID 1621). West Nile virus-infected cells, CPE inhibition; higher % means a stronger effect. one-dose CPE inhibition, % at 10 µM; IC50 in µM for titrated hits. 0.02% of 290,000 active; in the data active = a potency from the dose series; inconclusive = CPE inhibition mostly from about 3.7% at the one dose, without a potency; inactive = the rest, 99 in 100 with CPE inhibition below about 2.2%; also: strong numbers were not always called active
Myeloid diff 2 – promotes myeloid progenitor differentiation; ER-HoxA9 myeloid progenitors, lysozyme-GFP differentiation, flow cytometry; calls only at 10 µM; 1% of 360,000 active; AID 624256;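 active = normalized GFP-positive differentiation at or above the plate's own cutoff, the solvent-only control mean plus 3 SD; inconclusive = no clear call, values can overlap the other calls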;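 also: cells exposed to compound for four days before flow analysis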
T cell modulator – T cell immune modulation candidate; 2C CD8+ T cell-vesicle binding, flow cytometry; hits give low values; calls only at 7 µM; 0.068% of 330,000 active; AID 2052;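 active = response, share of CD8 T cells binding vesicles, and their 90th percentile fluorescence all below set limits, cut at about 80% in these data, passing the limit was not always enough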
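Material: murine 2C transgenic CD8+ T lymphocytes / Also added: QL9-peptide-loaded Drosophila micro-vesicles bearing Ld, ICAM-1 and B7-1 / Schedule: binding step 1.5 h, 37 °C, antibody labelling 20 min, ice / Signal: flow cytometry, PE anti-B7-1 (FL2) versus Alexa647 anti-CD8 (FL8), PFA-fixed / Evaluation: percent CD8+ FL2 mean versus row control / Benchmarks: naked versus QL9-loaded vesicles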
Autophagy mod – alters autophagy in cells | 0.98% of 190,000 active | AID 463193 | MEF GFP-LC3 puncta imaging; test concentration mostly 10 µM | calls only at 10 µM (by protocol);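 active = percentage of spot-positive cells more than 3 SD above its plate mean, without a fluorescence outlier flag or 80% toxicity; inconclusive = no clear call, values can overlap the other calls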;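 also: spot-positive cell cutoff set from DMSO-treated cells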
WT yeast gro inh mutant strain – also measured in WT yeast gro inh; calls as there; inhibition, %; mitochondrial fusion phenotypic screen, mutant strain inhibition
Ins promoter up cell count – recorded beside Ins promoter up, whose call it bears; cell count; measured here: cytotoxicity, nuclei count;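 total cells summed across four imaged fields per well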
Hep lipid drop cells 6.5 µM – recorded beside Hep lipid drop, whose call it bears; cell count; measured here: cell count, cytotoxicity flag;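 cells counted across two imaged fields per well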
bCat nuc transl cell count 5 µM – further read-out of bCat nuc transl, marked with its call; cell count; measured here: cell count, cytotoxicity flag
T cell modulator vesicle-bound % – recorded beside T cell modulator, whose call it bears; double positive events, %; measured here: CD8+ vesicle-bound cell fraction;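 binding gate set so that unloaded-vesicle control wells show 10% double positive cells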
MT stabilize HCS Hoechst-high % – recorded beside MT stabilize HCS, whose call it bears; % Hoechst-high responders; measured here: nuclear condensation Hoechst responders;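 share of cells brighter than vehicle mean plus two SD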
MT stabilize HCS cytotoxicity % – second read-out of MT stabilize HCS, no call of its own (marks repeat the call); toxicity, %; measured here: cytotoxicity by cell density;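 0% = mean cell density of plate MIN control wells and 100% = no cells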
Autophagy mod cell loss 18 h – also measured in Autophagy mod; calls as there; toxicity, %; measured here: cell loss, nuclei count;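 cell loss after 18 h compound exposure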
Myeloid diff 2 GFP+ MAC1+ % – second read-out of Myeloid diff 2, no call of its own (marks repeat the call); GFP+ MAC1+ double positive, %; measured here: differentiation confirmed by MAC1 staining
Starred values were filed as active, the others as inactive; i = inactive; ? = inconclusive; nt = no result given; & = joins results of further samples.

SMILES	Ins promoter up	Ins promoter up cell count	bCat nuc transl	bCat nuc transl cell count 5 µM	Hep lipid drop	Hep lipid drop cells 6.5 µM	MT stabilize HCS	MT stabilize HCS Hoechst-high %	MT stabilize HCS cytotoxicity %	WT yeast gro inh	WT yeast gro inh mutant strain	West Nile virus CPE	Myeloid diff 2	Myeloid diff 2 GFP+ MAC1+ %	T cell modulator	T cell modulator vesicle-bound %	Autophagy mod	Autophagy mod cell loss 18 h
COc1ccc(CCNC(=O)c2ccc(-c3ccc([N+](=O)[O-])cc3Cl)o2)cc1OC	nt	nt	-1.2	908	16	611	3.5	1.2	7.5	34	2	-1.1%	i	0.6	i	39	i	35
O=C(CCc1ccccc1)NNC(=O)c1ccccn1	-0.27	1306	0.4	1056	6	768	3.2	2.1	5.5	0	4	-0.8%	i	0.4	i	46	i	11
C/C(=N/NC(=O)c1cnccn1)c1cccs1	0.19	1241	2.1	499	11	643	5.2	3.0	7.7	10	9	-0.2%	i	1.0	i	25	i	-7
COc1ccccc1N1CCN(S(=O)(=O)c2ccc3nc(-c4ccccc4)[nH]c3c2)CC1	-0.14	1149	0.1	568	-52	673	2.5	2.5	11	21	-10	-1.8%	i	0.2	i	34	i	-18
Cc1oc2ccc(OCc3ccc(Br)cc3)cc2c1C(=O)O	nt	nt	nt	nt	1	606	nt	nt	nt	nt	nt	1.1%	i	0.3	i	22	nt	nt
CCC(=O)c1ccc(OCC(O)CNCc2ccc(F)cc2)cc1 (stereo not drawn)	0.7	1550	-1.0	1222	9	647	5.6	3.1	5.6	-6	-7	-0.9%	i	1.0	i	30	i	11
CC(C)(C)NCc1cc(Br)ccc1OCc1cccs1	-1.2	1387	0.7	996	-3	726	3.8	2.9	0.6	6	-1	-1.1%	i	0.9	i	38	i	-7
Cc1cc2cc(CN(CCCN3CCOCC3)C(=O)NC3CCCCC3)c(=O)[nH]c2cc1C	0.53	1136	-0.7	1070	-2	659	1.9	1.7	10	3	8	-0.6%	i	0.5	i	27	i	-3
O=C(Cc1ccccc1)Nc1ccc(Cl)cn1	nt	nt	nt	nt	1	855	nt	nt	nt	nt	nt	-0.5%	i	0.4	i	69	nt	nt
CC1CCCC(C)N1C(=O)CSc1nnc(COc2ccc(F)cc2)o1 (stereo not drawn)	nt	nt	nt	nt	-4	793	nt	nt	nt	nt	nt	-1.8%	i	0.9	i	43	nt	nt
CC(C)N(C(=O)COC(=O)c1ccccc1C(=O)c1ccc(Cl)c([N+](=O)[O-])c1)C(C)C	-1.2	932	-1.6	1152	12	721	4.1	2.4	7.9	19	10	-0.5%	?	nt	i	24	i	16
O=c1nc2ccccc2c2n1CC(CN1CCN(Cc3ccccc3)CC1)N2 (stereo not drawn)	0.92	1388	-5.1	909	nt	nt	3.4	1.9	6.4	-6	-3	-0.2%	i	0.7	i	57	i	-1
CSc1ccccc1C(=O)Nc1ccc2c(c1)OCO2	0.93	1581	-1.3	978	10	679	2.6	3.6	7.1	-11	7	-0.4%	i	1.0	i	30	i	2
NC(=O)CN1N=C(c2cc(Cl)sc2Cl)CSC1=O	nt	nt	1.2	420	-25	751	3.4	2.6	2.9	-7	-12	-0.8%	i	0.6	i	9	i	3
Cc1cc(NC(=O)/C=C/c2cccc(Cl)c2)n(-c2nc3ccccc3[nH]2)n1	-0.33	1110	2.7	481	-2	490	1.9	2.4	2.8	16	-3	0.3%	i	1.1	i	38	i	-3
Cc1ccc(NC2=CC(=O)CC(C)(C)C2)cc1F	nt	nt	nt	nt	8	852	nt	nt	nt	nt	nt	-1.8%	i	0.4	i	18	nt	nt
Cc1nn(C(C)C(=O)O)c(=O)c2c1sc1ccccc12 (stereo not drawn)	nt	nt	0.5	1122	1	705	5.8	2.5	14	-24	-12	0.6%	i	4.5	i	46	i	-2
O=C(CCc1nnc2n(CCc3ccccc3)c(=O)c3ccccc3n12)NCCCN1CCCCC1	nt	nt	nt	nt	2	741	nt	nt	nt	nt	nt	-0.2%	i	0.3	i	50	nt	nt
Cc1ccc(NC(=O)COc2ccc(-n3ccnc3)cc2)cc1Cl	-1.6	1331	-1.9	967	nt	nt	3.1	1.8	8.1	13	-5	0.0%	?	nt	i	54	i	10
CN(C)c1nc(C(=O)Nc2ccccc2)nc(N(C)C)n1	-0.47	1370	0.0	1034	8	708	2.9	0.8	29	-4	-3	-0.2%	i	0.2	i	37	i	-9
COc1ccc(-c2noc(CCCC(=O)NC3CCCCC3)n2)cc1OC	nt	nt	nt	nt	-18	811	nt	nt	nt	nt	nt	-0.8%	i	2.2	i	20	nt	nt
CC(C)c1ccc(OCC(O)CN2CCN(c3ccccc3)CC2)cc1 (stereo not drawn)	-0.4	887	6.3	1007	-19	712	4.4	2.9	7.6	0	11	-0.2%	i	1.9&1.0	i	65	i	-12
Cc1nc2cc(-c3cccc(F)c3)nn2c(C)c1CCC(=O)NC(C)c1ccc2c(c1)OCCO2 (stereo not drawn)	-2.3	1266	-1.4	554	0	740	4.1	1.8	15	1	-14	nt	i	2.1	i	48	i	2
CSc1cccc(NC(=O)c2c(Cl)cnn2C)c1	0.51	1186	-4.0	1190	-18	704	5.0	2.2	3.1	3	13	-0.5%	i	4.6	i	58	i	-9
CC(=O)c1ccc(NC(=O)[C@@H]2CCCN2C(=O)OC(C)(C)C)cc1	nt	nt	nt	nt	-6	825	nt	nt	nt	nt	nt	0.1%	i	0.6	i	28	nt	nt
CC(C)(C)[C@H]1C=C(C(=O)NC2CC2)O[C@@H](OCc2ccc(CO)cc2)C1	-0.9	1398	-1.6	1163	-10	663	2.0	1.3	6.5	5	8	0.0%	i	0.5	i	28	i	-3
CC1CCCN(CCCOc2ccc(Br)cc2Cl)C1 (stereo not drawn)	0.21	1366	-0.6	1095	-29	655	4.4	2.3	3.1	18	41	-1.2%	i	0.0	i	55	i	14
O=C(NC(=S)N1CCc2ccccc21)c1ccc(Br)o1	-0.26	1455	-8.0	1043	2	712	3.4	1.5	3.1	68	72	0.3%	i	1.2	i	44	i	12
O=C(CCS(=O)(=O)c1ccc2c(c1)NC(=O)CS2)NCCc1ccc(Cl)cc1	nt	nt	nt	nt	-7	666	nt	nt	nt	nt	nt	-0.1%	i	2.6	i	23	nt	nt
CCc1nc2nc(C)c(NS(=O)(=O)c3ccc4c(c3)CCCC4)c(=O)n2[nH]1	nt	nt	nt	nt	9	814	nt	nt	nt	nt	nt	-0.5%	i	0.3	i	31	nt	nt
O=C(CSc1cc(Cl)ccc1Cl)NC1CCCc2ccccc21 (stereo not drawn)	-1.3	1319	nt	nt	-46	692	3.3	3.4	10	-10	-6	-0.2%	i	0.0	i	20	i	-9
COc1ccc(-c2c(C#N)c(N)nc3sc(C(=O)c4ccccc4)c(N)c23)cc1	-0.47	1201	-0.7	1089	17	673	3.4	1.1	2.5	25	13	0.0%	i	0.6	i	39	i	18
Cc1ccc(S(=O)(=O)CCN2CCN(c3ccccn3)CC2)cc1	-0.15	1308	-4.7	1332	-3	714	nt	nt	nt	nt	nt	-0.8%	i	0.5	i	46	nt	nt
S=C(Sc1ccc(Cl)cc1)Sc1ccc(Cl)cc1	?	nt	0.7	1332	9	682	nt	nt	nt	nt	nt	?	nt	nt	i	57	nt	nt
COc1ccc(NC(=O)c2oc3ccccc3c2NC(=O)c2ccco2)c(OC)c1	-0.05	1657	-0.4	1352	nt	nt	i	nt	100	-8	13	-0.3%	i	0.6	i	52	i	31
CC(=O)c1c(C)nc(-c2ccc(OCC(=O)Nc3ccc(F)cc3)cc2)n1O	nt	nt	-2.6	520	12	772	1.3	1.5	4.9	13	8	-0.3%	i	1.4	i	41	i	1
COc1cc(/C=C(/NC(=O)c2ccccc2)C(=O)N2CCOCC2)c([N+](=O)[O-])cc1OC	nt	nt	nt	nt	0	836	nt	nt	nt	nt	nt	-0.8%	i	0.6	i	32	nt	nt
COc1cc(Cl)c(C)cc1NC(=O)c1ccc2c(c1)OCO2	nt	nt	nt	nt	4	844	nt	nt	nt	nt	nt	-0.9%	i	1.0	i	45	nt	nt

Profiles from above. Order of screens: Ins promoter up, Ins promoter up cell count, bCat nuc transl, bCat nuc transl cell count 5 µM, Hep lipid drop, Hep lipid drop cells 6.5 µM, MT stabilize HCS, MT stabilize HCS Hoechst-high %, MT stabilize HCS cytotoxicity %, WT yeast gro inh, WT yeast gro inh mutant strain, West Nile virus CPE, Myeloid diff 2, Myeloid diff 2 GFP+ MAC1+ %, T cell modulator, T cell modulator vesicle-bound %, Autophagy mod, Autophagy mod cell loss 18 h
Entry for CCc1nc2nc(C)c(NS(=O)(=O)c3ccc4c(c3)CCCC4)c(=O)n2[nH]1 : nt, nt, nt, nt, 9, 814, nt, nt, nt, nt, nt, -0.5%, i, 0.3, i, 31, nt, nt
Entry for CC(=O)c1c(C)nc(-c2ccc(OCC(=O)Nc3ccc(F)cc3)cc2)n1O : nt, nt, -2.6, 520, 12, 772, 1.3, 1.5, 4.9, 13, 8, -0.3%, i, 1.4, i, 41, i, 1
Entry for COc1ccc(-c2c(C#N)c(N)nc3sc(C(=O)c4ccccc4)c(N)c23)cc1 : -0.47, 1201, -0.7, 1089, 17, 673, 3.4, 1.1, 2.5, 25, 13, 0.0%, i, 0.6, i, 39, i, 18
Entry for CC(C)(C)[C@H]1C=C(C(=O)NC2CC2)O[C@@H](OCc2ccc(CO)cc2)C1 : -0.9, 1398, -1.6, 1163, -10, 663, 2.0, 1.3, 6.5, 5, 8, 0.0%, i, 0.5, i, 28, i, -3
